RGS4 inh = Inhibitors of Regulator of G Protein Signaling (RGS) 4: qHTS. Regulator of G-protein signaling 4 (Homo sapiens), P49798. Transcreener GDP fluorescence polarization, RGS4-accelerated GTP hydrolysis. Potency, µM (titrated, usually from 114 µM), for inactives: top-dose activity change, negative = inhibition, usual class: inhibitors. hit rate 0.039% among 390,000. AID 504845, 2011; note: % is set by controls: 0 for no effect and ±100 for the full control effect; nearly all actives have a fitted effect of over 75% in size; some results filed as inactive show a strong effect at the top dose
Target sequence (P49798 whole entry, looked up): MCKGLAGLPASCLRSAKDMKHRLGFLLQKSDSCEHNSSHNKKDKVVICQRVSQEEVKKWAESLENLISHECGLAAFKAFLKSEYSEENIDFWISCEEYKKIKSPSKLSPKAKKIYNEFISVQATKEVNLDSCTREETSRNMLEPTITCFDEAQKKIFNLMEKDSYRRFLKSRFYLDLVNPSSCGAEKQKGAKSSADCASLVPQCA
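MLSMR compounds (23 nl, pin-transferred) preincubated 10 min at room temperature with a 500nM (2x) first reagent, then RGS4 at 900nM (2x) plus Transcreener GDP mix added; fluorescence polarization (620/688 nm) read before and after 90 min at 30 °C.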
rTrxR1 inhibitor = qHTS Assay for Inhibitors of Mammalian Selenoprotein Thioredoxin Reductase 1 (TrxR1): qHTS; recombinant rTrxR1, NADPH fluorescence consumption, selenite substrate; Potency, µM (titrated, usually from 114 µM), without a hit: top-dose activity change, negative = inhibition, actives largely listed as inhibitors; hit rate 1% among 390,000; note: % is set by controls: 0 for no effect and ±100 for the full control effect; nearly all actives have a fitted effect of over 65% in size
Target sequence (O89049 whole entry, looked up): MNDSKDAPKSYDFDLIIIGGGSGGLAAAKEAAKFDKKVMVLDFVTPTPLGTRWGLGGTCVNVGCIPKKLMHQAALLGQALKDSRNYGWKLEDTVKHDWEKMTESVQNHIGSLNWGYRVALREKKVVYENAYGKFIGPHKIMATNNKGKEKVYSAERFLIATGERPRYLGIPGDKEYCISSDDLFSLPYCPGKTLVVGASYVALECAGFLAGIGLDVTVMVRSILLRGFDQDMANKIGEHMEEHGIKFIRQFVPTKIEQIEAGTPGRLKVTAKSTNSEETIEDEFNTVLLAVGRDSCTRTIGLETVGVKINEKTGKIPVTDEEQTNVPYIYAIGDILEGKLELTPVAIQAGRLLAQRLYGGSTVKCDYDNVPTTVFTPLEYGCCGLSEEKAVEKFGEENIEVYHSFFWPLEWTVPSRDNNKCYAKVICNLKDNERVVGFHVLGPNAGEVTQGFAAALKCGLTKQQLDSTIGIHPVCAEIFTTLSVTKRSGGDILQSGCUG
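Rat TrxR1 (90 nM in the dispensed reagent) was pre-reduced with 400 uM NADPH for 5 min at room temperature, then incubated with compound for 15 min. After 400 uM selenite was added, NADPH fluorescence (Ex 340/Em 450 nm) was followed for 8 min.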
GLS inhibitor = qHTS for Inhibitors of Glutaminase (GLS) | GLS enzymatic activity, qHTS titration | Glutaminase kidney isoform, mitochondrial (Homo sapiens), O94925 | AID 624170, 2012 | Potency, µM (titrated, usually from 45.5 µM), for the others: top-dose activity change, negative = inhibition, actives largely listed as inhibitors | hit rate 0.21% among 410,000; note: % is set by controls: 0 for no effect and ±100 for the full control effect
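hKGA in 45 mM KH2PO4 (pH 8.2), 0.02% Tween-20 with compound, then 1mM L-Glutamine (stock as added) plus glutamate oxidase/HRP/Amplex red coupling mix. Fluorescence read initially and after 30 min at RT; signal change reflects glutamate formation.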
JMJD2A Tudor = qHTS Assay for Inhibitors of JMJD2A-Tudor Domain; Lysine-specific demethylase 4A (Homo sapiens), O75164; AlphaScreen JMJD2A-Tudor / H3K4me3 peptide binding; Potency, µM (top dose mostly 114 µM), inactives show at the highest dose activity change, negative = inhibition, most hits filed as inhibitors; hit rate 4.4% among 390,000; note: % is set by controls: 0 for no effect and ±100 for the full control effect; nearly all actives have a fitted effect of over 50% in size
Tb PGK inh = qHTS Assay to Find Inhibitors of Phosphoglycerate Kinase. Potency, µM (highest dose often 57.5 µM), for the others: at the highest dose activity change, negative = inhibition, hits mostly inhibitors. Phosphoglycerate kinase, glycosomal (Trypanosoma brucei brucei), P07378. PGK/GAPDH coupled, Kinase-Glo luminescence, 60 min. hit rate 0.043% among 380,000; note: % is set by controls: 0 for no effect and ±100 for the full control effect; nearly all actives have a fitted effect of over 60% in size
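Luminescent ATP detection (Kinase-Glo Plus) follows a 60-minute room-temperature incubation, with wells lacking PGK as controls. Buffer: 100 mM TEA (pH 7.6), 5 mM MgCl2, 0.01% Tween-20. Coupling enzyme GAPDH (100 nM final) supplies unstable 1,3-BPG in-well.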
12-LOX inh = Primary qHTS assay for inhibitors of human arachidonate 12S-lipoxygenase (ALOX12): Round 2 | purified 12hLO, xylenol orange hydroperoxide absorbance | Potency, µM (titrated, usually from 108 µM), inactives show top-dose activity change, negative = inhibition, most hits filed as inhibitors | hit rate 1.1% among 580,000; note: % is set by controls: 0 for no effect and ±100 for the full control effect
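Purified human 12hLO (150 nM final) in 25 mM Hepes, 0.01% Triton X-100, pH 7.0 was preincubated 15 min at room temperature with compound. Then 40 uM arachidonic acid was added, 30 min. Hydroperoxide was read by Fe-XO absorbance ratio 573/405 nm.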
Pin1 inh = qHTS Assay to Find Inhibitors of Pin1 | Peptidyl-prolyl cis-trans isomerase NIMA-interacting 1 (Homo sapiens), Q13526 | Pin1 FP peptide displacement, HiFluor488, 10 min | Potency, µM (titrated, usually from 115 µM), for inactives: top-dose activity, negative = inhibition, most hits filed as inhibitors | AID 504891, 2011 | hit rate 0.009% among 390,000; active = well fitted inhibition curve with a large enough effect in the polarisation, with a control signal flat, not every such curve was filed as active; inconclusive = small, poorly fitted or top-dose-only effect, or effect the other way, or a change in a side signal; inactive = no such curve, though single readings can be large or run the other way; the % refers to the polarisation; note: % is set by controls: 0 for no effect and ±100 for the full control effect
Target sequence (Q13526 whole entry, looked up): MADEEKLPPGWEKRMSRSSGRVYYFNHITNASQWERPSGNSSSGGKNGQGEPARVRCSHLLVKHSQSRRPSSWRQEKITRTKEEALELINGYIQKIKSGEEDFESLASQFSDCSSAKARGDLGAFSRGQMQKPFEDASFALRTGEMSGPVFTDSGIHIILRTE
ERG-DNA inh = qHTS for Small Molecule Inhibitors of the ERG Ets/DNA interaction | Transcriptional regulator ERG (Homo sapiens), P11308 | fluorescence polarization, His-ERG Ets domain / labelled DNA | Potency, µM (top dose mostly 76.9 µM), for inactives: top-dose FP activity, negative = inhibition, hits mostly inhibitors | hit rate 0.028% among 370,000; active = well fitted inhibition curve with a large enough effect in the polarisation, with a control signal flat; inconclusive = small, poorly fitted or top-dose-only effect, or effect the other way, or a change in a side signal; inactive = no such curve, though single readings can be large or run the other way; the % refers to the polarisation;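 note: polarization taken with two DNA probes labelled with fluorescein and Texas red; % of control where 0% means no effect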
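His-tagged ERG Ets domain (1 uM in the protein solution; 300mM KCl, 50mM Tris-HCl, 1mM EDTA, 1mM DTT, pH 7.5) received compound, then a probe mix of 5 nM fluorescein-DNA and 100nM Texas-615-DNA. Fluorescence polarization was read for both dyes.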
HP1b chromo inh = HTS for Inhibitors of HP1-beta Chromodomain Interactions with Methylated Histone Tails | Chromobox protein homolog 1 (Homo sapiens), P83916 | AlphaScreen HP1-beta / biotin-H3K9me3 peptide binding | Potency, µM (highest dose often 114 µM), inactives show at the top dose activity change, negative = inhibition, most hits filed as inhibitors | hit rate 0.56% among 390,000; note: nearly all actives have a fitted effect of over 70% in size; inactives centre near 23
Target sequence (P83916 whole entry, looked up): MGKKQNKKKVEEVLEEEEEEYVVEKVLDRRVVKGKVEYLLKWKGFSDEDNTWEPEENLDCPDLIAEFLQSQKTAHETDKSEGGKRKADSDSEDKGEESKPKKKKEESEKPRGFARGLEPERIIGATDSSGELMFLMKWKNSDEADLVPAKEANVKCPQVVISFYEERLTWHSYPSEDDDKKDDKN
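HP1-beta protein (50 nM final) preincubated 30 min at room temperature with biotinylated H3(1-18)K9me3 peptide (50 nM) in PBS pH 7.4, 0.01% Tween-20, then compound added for 30 min. AlphaScreen streptavidin donor/nickel chelate acceptor beads (10 ug/mL final), 30 min dark, luminescence read.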
* hit, by the source's call; i = inactive; u = inconclusive; x = no result given; & = joins results of further samples; [ ] = dose if it differs, or a comment. Unless noted, calls come from the whole dose curve; as a rule, active = well fitted curve in the direction sought with a large enough effect; inconclusive = small, poorly fitted or top-dose-only effect, or another doubt; inactive = no such curve, though single readings can be large; an effect the other way counts as inactive or inconclusive. Potency is the fitted concentration of half-maximal effect.

SMILES	RGS4 inh	rTrxR1 inhibitor	GLS inhibitor	JMJD2A Tudor	Tb PGK inh	12-LOX inh	Pin1 inh	ERG-DNA inh	HP1b chromo inh
COc1cc(CNC(=O)c2ccc(NC(=O)N3CCCCc4ccccc43)cc2)cc(OC)c1OC	-17.2%	0.2%[57.1 µM]	3.2%	-18.3%	0.2%	-5.6%	-5.0%	-4.8%	33.6%
Cc1ccccc1NC(=O)Nc1nnc(N(C)Cc2ccccc2)s1	-36.7%	3.4%	-7.5%	16.6%	-3.4%	-7.6%	2.7%	-1.6%	55.2%[activator]
O=C(c1ccco1)N1CCN(C(=O)c2cnn(-c3ccc(Cl)cc3)c2C2CCNCC2)CC1	34.7%	-18.6%	-6.5%	-10.3%	4.5%	-9.5%	-6.4%	12.5%	38.3%
Cc1ccc(C2N(c3ccc(Cl)cc3)C(=O)N3CCCN23)cc1 (stereo unspecified)	15.5%	14.2%	9.2%	-6.8%	3.3%	100.4%[activator]	u	0.6%	48.8%[activator]
CCN(CC)c1ccc2cc(-c3nnc(-c4cccc(Cl)c4)o3)c(=O)oc2c1	1.6%	0.6%	-1.0%	-2.9%	7.1%	6.5%	u	-0.8%	17.6%
CCN(C(=O)COC(=O)/C=C/c1ccc(OC(F)F)c(OC)c1)C1CCS(=O)(=O)C1 (stereo unspecified)	-1.7%	-9.3%	1.1%	3.0%	-4.2%	330.4%[activator]	-0.8%	3.5%[15.4 µM]	35.0%
CCC(c1nnc(SCC(=O)Nc2nnc(-c3ccccc3)o2)o1)N(C)C (stereo unspecified)	27.8%	u	4.4%	u	-1.9%	-19.2%	42.8%[activator]	0.9%	32.2%
CCNC(=O)C1CC(=O)N(Cc2ccc(F)cc2)C(=Nc2ccc(OC)cc2)S1 (stereo unspecified)	-5.1%	20.8%	-3.4%	-5.0%	-10.4%	0.1%[57.4 µM]	2.1%	x	28.8%
C#CCOCCOCCOCCNc1nc(N2CCN(C(=O)C([C@@H](C)CC)n3cc(C(N)CC(C)C)nn3)CC2)nc(N2CCN(C(=O)[C@H](CCC(=O)O)n3cc(C(N)[C@H](C)CC)nn3)CC2)n1 (stereo partly specified)	-22.1%	19.9%	2.8%	70.8µM*	-3.5%	-9.4%	-5.2%	9.5%	31.8%
COCc1cc(=O)n2[nH]c(C)nc2n1	-19.4%	-1.3%	-0.7%	u	-4.0%	0.0%	4.5%	-2.4%	10.6%
O=C1[C@@H](Oc2ccccc2)[C@@H](c2ccncc2)N1c1ccncc1	-15.8%	-14.7%	-10.1%	-3.4%	i	9.5%	-6.0%	-3.6%	48.0%[activator]
COc1ccc(S(=O)(=O)N2CCN(C(=O)CN3C(=O)NC(C)(C)C3=O)CC2)cc1	7.6%	-5.5%	6.5%	-11.4%	0.4%	-0.4%	1.1%	6.7%	40.7%[activator]
COc1ccccc1NC(=O)c1ccc2c(c1)OCO2	-24.0%	17.6%	-3.2%	4.1%	-15.0%	0.0%	-7.1%	-16.3%	37.3%
COc1cc(Cl)c(C)cc1NC(=O)CSc1nc2c(c(=O)[nH]1)CCCC2	-10.2%	6.3%	1.2%	-4.0%	x	-28.6%	5.2%	-4.6%	29.8%
CCO[C@H]1OC(C(=O)N2CCN(C)CC2)=C[C@@H](C)[C@@H]1CCCO	10.3%	8.6%[57.1 µM]	2.8%	-25.9%	-9.5%	-37.5%	-6.8%	0.8%	18.1%
O=S(=O)(c1ccccc1)N1CCn2c(nc3ccccc32)C1	-21.5%	3.8%[57.1 µM]	-1.2%	-16.7%	2.4%	8.1%	-1.2%	2.4%	18.2%
CCCC(=O)Nc1ccc(C(=O)n2ccc(C)n2)cc1	-4.4%	23.2%[57.1 µM]	3.7%	-9.5%	-7.1%	1.1%	-5.7%	6.1%	19.7%
O=C(O)CCCC(=O)NCCCc1ccccc1	1.4%	5.5%[57.1 µM]	13.3%	2.5%	6.0%	369.4%[activator]	2.7%	-3.8%	22.5%
COc1ccccc1NC(=O)C1=C(C)Nc2nc(SCc3ccccc3)nn2C1c1cccc(O)c1 (stereo unspecified)	-21.9%	19.3%	10.2%	-17.1%	i	-12.5%	16.8%	16.4%	15.5%
NS(=O)(=O)c1ccc(NNC(=O)c2sccc2Cl)cc1	-45.7%	-33.9%[57.1 µM]	0.0%	2.8%	i	357.4%[activator]	-0.7%	3.5%	44.9%
COc1ccc(NC(=O)CN(C)S(=O)(=O)c2ccc3c(c2)CCC(=O)N3)c(OC)c1	4.5%&-18.2%	10.8%&12.8%	16.6%&-2.7%	-9.1%&-12.1%	1.3%	-17.6%	4.6%&0.6%	0.0%&5.4%	17.5%&50.4%
CCOC(=O)c1cc(C(=O)OCC)c(=O)[nH]c1N1CCCC1	-13.6%	-3.9%	10.3%	-11.0%	1.6%	-12.7%	1.6%	5.8%	23.5%
COC(=O)c1ccccc1NC(=O)COC(=O)Cc1ccc(S(=O)(=O)N2CCOCC2)s1	0.1%	-17.9%	20.1%	-14.3%	-0.7%	-10.3%	u	5.5%[15.4 µM]	24.1%
COc1ccc(NS(=O)(=O)c2cccc(NC(=O)COc3ccc(OC)cc3)c2)cc1	-1.5%	23.1%	0.9%	-21.8%	0.9%	-9.5%	-9.2%	3.1%	22.1%
CC(=O)c1ccc(N2CCN(S(=O)(=O)c3cccc4nonc34)CC2)cc1	15.2%	-16.2%	-1.5%	-22.4%	-9.3%	23.6%	12.8%	-0.9%	18.4%
Cc1ccc(S(=O)(=O)CC(O)COc2ccccc2C#N)cc1 (stereo unspecified)	9.5%[56.9 µM]	11.0%	-16.2%	-3.2%	-3.3%	u	-2.8%	0.3%	31.3%
N#Cc1nc(Cc2ccccc2)oc1NCc1ccccc1Cl	10.4%	-7.9%	9.4%	u	0.3%	97.4%&-5.1%[activator]	7.5%	1.4%	u
O=C(CCNC(=O)c1ccccc1)NCC1CCCCC1	-4.1%	24.5%	-2.6%	-6.3%	-2.7%	-9.2%	-13.7%	-1.7%	30.5%
Cc1cc(SCC(=O)Nc2cccc(S(=O)(=O)NC3=NCCCCC3)c2)nc2ccccc12	11.4%	5.3%	14.8%	-24.6%	7.9%	26.5%	35.6%[activator]	1.0%	28.4%
NC(=O)CSC1=Nc2ccccc2C2=NC(CC(=O)NCc3cccs3)C(=O)N12 (stereo unspecified)	23.8%	12.8%[57.1 µM]	u	-0.7%	-1.2%	-13.3%	0.0%	6.6%	16.9%
O=C(c1cc(-c2ccc(Cl)cc2)n[nH]1)N1CCc2ccccc2C1	-0.5%	32.0%	-0.5%	-10.0%	i	u	-1.4%	5.2%	37.7%
O=C1CC(N2CCN(S(=O)(=O)c3ccccc3F)CC2)C(=O)N1c1ccccc1Cl (stereo unspecified)	-4.2%	5.5%	-12.5%	-4.8%	-3.2%	-7.0%	1.5%	5.1%	46.0%
CC(Nc1cc(N2CCN(C(=O)C(C)(C)C)CC2)ccc1[N+](=O)[O-])c1ccccc1 (stereo unspecified)	-1.8%	18.0%	-0.6%	u	-1.0%	0.0%	-9.7%	-1.5%	-22.9%
Cc1cc(C)c(-c2csc(NC(=O)C3=COCCO3)n2)c(C)c1	-8.8%	0.3%[57.1 µM]	-17.3%	-24.6%	i	0.3%	-0.7%	6.8%	19.5%
C=CCNC(=S)Nc1ccc2nc(C)oc2c1	21.2%	-23.3%	14.7%	-24.0%	3.4%	1.6%	1.9%	-7.4%	32.2%
Cc1noc(C)c1C(=O)NCCc1ccc(Cl)cc1	-28.0%	19.5%	-11.9%	u	-6.2%	-5.0%	-5.3%	-0.3%	-15.3%
Cc1ccc(C2=[N+]([O-])C(C)N(O)C2(C)C)o1 (stereo unspecified)	3.8%	13.2%[57.1 µM]	-1.2%	4.8%	0.6%	18.5%	-1.1%	-1.1%	23.8%
CCN1CCN(C(=O)c2ccccc2N(C)S(=O)(=O)c2ccc(C)cc2)CC1	1.9%	-20.8%	-15.3%	6.8%	-6.8%	0.0%	-7.5%	4.9%	30.4%

Reprinted at random: two compounds from above
SMILES	RGS4 inh	rTrxR1 inhibitor	GLS inhibitor	JMJD2A Tudor	Tb PGK inh	12-LOX inh	Pin1 inh	ERG-DNA inh	HP1b chromo inh
O=C(CCNC(=O)c1ccccc1)NCC1CCCCC1	-4.1%	24.5%	-2.6%	-6.3%	-2.7%	-9.2%	-13.7%	-1.7%	30.5%
CC(=O)c1ccc(N2CCN(S(=O)(=O)c3cccc4nonc34)CC2)cc1	15.2%	-16.2%	-1.5%	-22.4%	-9.3%	23.6%	12.8%	-0.9%	18.4%

Screens from PubChem.

Only part of the results is shown. The share of hits here may be higher or lower than overall.
